MEX-5 binding: C. elegans MEX-5 TCR-2 RNA binding activity; MEX-5/FITC-TCR2 RNA binding, fluorescence polarization; hits give low values; 300,000 tested, 0.38% active; Q9XUB2; activity score (negative = inhibition of binding), % at 10 µM;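 active = inhibition past about -25% in most replicates, and total fluorescence under double the plate's negative control median, limit read from the data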;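 also: 0% = DMSO and -100% = 5 µM competing unlabeled TCR2 RNA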
Target sequence (Q9XUB2 whole entry, looked up): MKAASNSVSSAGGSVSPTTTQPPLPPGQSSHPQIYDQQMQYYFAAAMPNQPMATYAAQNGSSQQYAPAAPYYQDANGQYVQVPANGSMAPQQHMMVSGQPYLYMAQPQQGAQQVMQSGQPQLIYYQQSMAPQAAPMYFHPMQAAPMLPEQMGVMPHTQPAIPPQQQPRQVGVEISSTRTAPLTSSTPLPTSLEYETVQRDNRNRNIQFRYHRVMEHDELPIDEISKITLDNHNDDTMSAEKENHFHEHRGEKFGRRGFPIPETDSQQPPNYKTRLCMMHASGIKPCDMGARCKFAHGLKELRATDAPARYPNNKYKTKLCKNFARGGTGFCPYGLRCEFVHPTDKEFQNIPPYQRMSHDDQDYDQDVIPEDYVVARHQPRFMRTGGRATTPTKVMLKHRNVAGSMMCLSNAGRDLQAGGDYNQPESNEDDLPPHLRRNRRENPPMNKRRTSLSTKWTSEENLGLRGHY
BCLXL inh: inhibitors of human Bcl-xL; Q07817; GST-Bcl-xL / FITC-Bim BH3 peptide fluorescence polarization; inhibition, % at 10.9 µM; 320,000 tested, 0.7% active; AID 2129;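 active = inhibition above the mean of all tested compounds plus 3 SD, cutoff set per campaign, cut at about 30% in these data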;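 also: 0% = DMSO wells and 100% = unlabeled Bim-BH3 peptide competitor; inhibitors lower millipolarization by displacing the labeled peptide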
Target sequence (Q07817 whole entry, looked up): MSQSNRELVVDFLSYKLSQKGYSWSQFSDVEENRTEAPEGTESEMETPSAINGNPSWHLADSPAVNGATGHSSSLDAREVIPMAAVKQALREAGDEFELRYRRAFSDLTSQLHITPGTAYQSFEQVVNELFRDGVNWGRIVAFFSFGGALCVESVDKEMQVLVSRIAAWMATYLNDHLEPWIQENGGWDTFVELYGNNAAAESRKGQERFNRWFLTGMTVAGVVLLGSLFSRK
GRK2 aptamer HTS: blocks RNA aptamer binding to human GRK2; AID 488847; inhibition of aptamer binding, % at 10 µM; P25098; 330,000 tested, 0.59% active; bead flow cytometry, FAM-aptamer displacement from GRK2;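 active = inhibition of aptamer binding above 40%, roughly 3 SD of noise, on plates passing a quality check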;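 also: median bead fluorescence of bound FAM aptamer so fluorescent compounds give negative values; no value below 0 was filed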
AGP1-GFP MLPCN: yeast TOR pathway AGP1-GFP modulation; S. cerevisiae AGP1-GFP multiplex flow cytometry, 3 h; GFP as percent of DMSO wells; AID 2066; GFP response vs DMSO, % at 10 µM; 320,000 tested, 0.02% active;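 active = GFP response relative to DMSO above a set limit, near screen average plus 3 SD, cut at about 150% in these data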;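 also: median GFP channel fluorescence of the gated AGP1 strain per well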
VLA-4 inh: inhibition in a human VLA-4 binding assay. inhibition, % (about 7 µM as worked out from the volumes in the protocol). VLA-4 expressing cells, ligand binding flow cytometry. 330,000 tested, 0.2% active; in the data active = inhibition above about 50%
CIT2 TOR yeast: modulators of TOR pathway CIT2-GFP in S. cerevisiae; S. cerevisiae CIT2-GFP strain, flow cytometry, 3 h; 100 means same as DMSO wells; 320,000 tested, 0.065% active; GFP response vs DMSO, % at 10 µM; AID 2029;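 active = GFP response relative to DMSO above a set limit, near the screen mean plus 3 SD, cut at about 150% in these data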;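 also: ratio of well median GFP fluorescence to mean of DMSO wells on the plate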
GLD-1 TGE inh: GLD-1-TGE RNA interaction inhibition (C. elegans). Q17339. purified GLD-1 + fluorescein TGE RNA, fluorescence polarization. inhibition, % at 5.96 µM. 320,000 tested, 0.44% active. AID 2280;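 active = percent inhibition above a per-plate cutoff, the plate mean of test compounds plus 3 SD, cut at about 30% in these data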;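 also: 0% = DMSO wells with GLD-1 and probe and 100% = wells lacking GLD-1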
MCL1 BIM primary: MCL1-BIM-BH3 interaction inhibition (human). GST-MCL1 / FITC-Bim-BH3 fluorescence polarization. inhibition, % at 10.9 µM. 320,000 tested, 0.68% active. AID 2057;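 active = inhibition above the mean inhibition of all tested compounds plus 3 SD, set per campaign, cut at about 40% in these data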;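 also: 0% = DMSO wells and 100% = unlabeled Bim-BH3 peptide control; higher means more loss of mP so more displacement of Bim peptide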
Target sequence (Q07820 whole entry, looked up): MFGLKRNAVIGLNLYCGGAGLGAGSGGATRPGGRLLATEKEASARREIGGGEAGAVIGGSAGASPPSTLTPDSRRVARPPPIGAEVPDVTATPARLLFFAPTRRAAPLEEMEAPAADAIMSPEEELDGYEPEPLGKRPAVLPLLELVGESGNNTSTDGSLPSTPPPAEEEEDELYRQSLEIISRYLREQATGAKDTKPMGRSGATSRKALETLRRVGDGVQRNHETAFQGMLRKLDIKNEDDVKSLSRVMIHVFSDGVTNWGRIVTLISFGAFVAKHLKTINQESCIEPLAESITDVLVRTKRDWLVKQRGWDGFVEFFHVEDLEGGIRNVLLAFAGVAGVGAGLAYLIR
CR mimetic SO: caloric restriction mimetics inhibiting age-related superoxide in yeast | S. cerevisiae aged cells, superoxide DHE fluorescence; hits give low values | superoxide response (% of plate mean), % at 10 µM | 330,000 tested, 0.18% active;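 active = superoxide response under a set limit, about three screen SD below normal, cut at about 65% in these data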;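 also: yeast aged for seven days with compound at 30 °C before DHE staining; 100% = average MFI of all compound-treated wells on the plate with controls excluded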
Starred values were filed as active, the others as inactive; nt = no result given.

SMILES | MEX-5 binding | BCLXL inh | GRK2 aptamer HTS | AGP1-GFP MLPCN | VLA-4 inh | CIT2 TOR yeast | GLD-1 TGE inh | MCL1 BIM primary | CR mimetic SO
Oc1ccc(Cl)cc1C=Nc1ccccc1Br | -0.9 | -2.4 | 6.0 | 101.4 | -5.8 | 99.7 | 6.2 | -6.6 | 97.3
Cc1noc(C)c1CSc1ncnc2ccccc12 | -3.6 | -0.7 | 0.0 | 89.1 | 5.9 | 88.9 | 3.7 | -5.2 | 94.5
Cc1cc(C)n2c(Br)c(CN3CCCC(C)C3)nc2n1 (centres undefined) | 2.3 | 11.0 | 1.0 | 100.7 | 16.9 | 103.9 | 3.2 | 12.6 | 101.4
Cc1cc(NC(=O)C2C3C(=O)N(CC4CCCO4)C(C(=O)NCc4ccccc4)C34C=CC2(C)O4)no1 (centres undefined) | -0.7 | 2.8 | 1.0 | 98.3 | -0.9 | 100.6 | 2.3 | 5.3 | 103.4
Cc1cc(N2CCCC2)n2nc(C)nc2n1 | -0.4 | -1.8 | 0.0 | 108.3 | 19.2 | 101.8 | -5.6 | -3.9 | 96.3
CCOc1cccc(C(=O)Nc2ccc(NC(=O)c3ccccc3)c(C)c2)c1 | 1.5 | 1.2 | 0.0 | 93.0 | 8.7 | 96.5 | 7.1 | -3.1 | 92.6
Cc1cccc(C)c1NC(=O)Cn1c(=O)n(CCC(=O)NCc2ccco2)c(=O)c2sccc21 | -2.3 | 5.8 | 0.0 | 103.8 | -4.0 | 100.7 | 3.9 | -3.8 | 121.3
CCOCN(C(=O)Cn1c(C(C)O)nc2ccccc21)c1c(C)cccc1CC (centres undefined) | 1.0 | 6.8 | 3.0 | 96.9 | 5.4 | 104.5 | 4.8 | 5.1 | 96.6
COc1ccc(/C=C2\SC(=O)N(CC(=O)NC3CCS(=O)(=O)C3)C2=O)cc1 (centres undefined) | 1.4 | -3.7 | 1.0 | 91.5 | 10.3 | 91.5 | 0.8 | -10.2 | 112.7
CCOc1ccc(C(C(=O)NC(C)(C)C)N(CCOC)C(=O)CCC(=O)Nc2nccs2)cc1 (centres undefined) | 1.0 | 1.0 | 2.0 | 89.6 | 1.6 | 83.1 | 2.1 | 3.7 | 82.3
Cc1ccc2nc(Cl)c(CN(C(=O)c3cnccn3)C3CCCCC3)cc2c1 | 1.8 | 1.9 | 0.0 | 93.5 | 7.4 | 95.8 | 5.5 | 3.8 | 88.7
Cc1ccc(C(=O)COC(=O)C(C)N2C(=O)C3C4C=CC(C4)C3C2=O)cc1C (centres undefined) | -2.1 | nt | 2.0 | 92.9 | 1.7 | 96.6 | nt | nt | 104.7
Cc1cc2ccccc2c(=O)n1CC(=O)NCC(=O)N(C)C1CCCCC1 | -0.9 | 3.9 | 4.0 | 103.0 | 31.9 | 99.0 | -3.4 | -0.8 | 95.9
Cc1cccc(N2CCN(C(=O)COc3ccc4c(C)cc(=O)oc4c3C)CC2)c1C | 3.0 | 10.1 | 1.0 | 105.4 | -8.8 | 98.5 | -0.6 | 3.5 | 91.3
CC1(C)CC2CC(C)(CN2C(=O)c2cc(-c3ccc(F)cc3)on2)C1 (centres undefined) | 0.5 | 0.1 | 3.0 | 94.1 | 6.8 | 84.1 | -1.6 | 0.6 | 92.7
c1ccc(-c2nc3nonc3c3nc4ccccc4n23)cc1 | -0.2 | 2.0 | 1.0 | 105.0 | 5.2 | 110.4 | -4.7 | -1.4 | 102.8
COc1ccc(NC(=O)C2CCN(S(=O)(=O)c3c(C)nn(C)c3C)CC2)cc1 | 0.9 | -0.7 | 0.0 | 98.5 | -8.9 | 94.5 | -2.3 | -4.8 | 85.8
CC(C)c1ccccc1NC(=O)CC1(CC(=O)O)CCCC1 | -1.0 | -0.1 | 1.0 | 103.2 | -1.4 | 116.7 | 1.6 | 2.3 | 85.3
COc1ccccc1-n1cnnc1SCC(=O)NCC1CCCO1 (centres undefined) | 4.1 | -2.3 | 6.0 | 96.0 | 5.8 | 104.3 | 7.6 | -4.6 | 112.6
CCN(CC)S(=O)(=O)c1cc(NS(=O)(=O)c2ccccc2)ccc1C | 3.5 | 0.6 | 0.0 | 99.2 | 8.6 | 101.8 | 3.4 | 1.1 | 118.1
CC1CCCN(C(=O)C(Cc2ccccc2)n2cccc2)C1 (centres undefined) | 0.9 | -1.4 | 2.0 | 86.1 | 2.8 | 86.8 | -1.8 | 5.0 | 96.5
CN1CCN(/N=C/c2nc(-c3ccc(Cl)cc3)n3ccccc23)CC1 | -5.6 | 4.9 | 1.0 | 91.8 | -21.2 | 85.0 | 8.8 | 1.9 | 110.7
CCCCc1cc(=O)oc2c(C)c(OCC(=O)NCC3CCC(C(=O)O)CC3)ccc12 (centres undefined) | -1.8 | 5.3 | 0.0 | 102.1 | -6.5 | 96.2 | 1.3 | 2.4 | 110.8
CCOc1ccc(NC(=O)CN(C)C(=O)C2CCCC2)cc1OCC | 0.0 | 2.4 | 4.0 | 91.3 | 3.7 | 92.8 | -3.9 | 5.3 | 96.6
COC(=O)C1=C[C@@H](C(=O)OC)[C@@H]2C3=C(C(=O)C2(C)C)[C@H](c2ccccc2)[C@@H]2C(=O)N(C)C(=O)[C@@H]2[C@@H]3C1 | -3.2 | 20.3 | 4.0 | 92.0 | 10.5 | 93.6 | 11.1 | 22.9 | 96.2
Cc1cccn2c(=O)c(/C=C(\C#N)C(=O)NCc3ccco3)c(N3CCCCCC3)nc12 | -1.1 | 4.3 | 0.0 | 81.7 | -4.3 | 100.1 | 8.5 | -1.5 | 104.6
COc1ccc(OC)c(C2/C(=C(/O)c3ccc(C)cc3)C(=O)C(=O)N2Cc2ccco2)c1 (centres undefined) | 1.9 | -3.4 | 0.0 | 87.0 | 23.9 | 79.9 | 2.4 | -0.5 | 92.6
COc1ccccc1CNC(=O)c1cc(S(=O)(=O)N2CCOCC2)cn1C | 0.2 | -4.3 | 0.0 | 104.2 | 9.5 | 104.2 | -0.9 | 2.7 | 80.0
Cc1nc2ccccc2nc1OCC(=O)NCC(F)(F)F | 1.1 | 0.4 | 0.0 | 90.7 | 26.8 | 89.4 | -1.9 | 1.5 | 104.9
COc1cccc(-c2cc(C(=O)Nc3ccc4c(c3)OCO4)no2)c1 | -0.6 | 0.7 | 0.0 | 97.3 | 2.5 | 99.4 | -0.7 | 0.8 | 99.2
CN(Cc1cccc(F)c1)C(=O)C1CC(=O)N(c2ccc3c(c2)OCCO3)C1 (centres undefined) | nt | nt | 3.0 | 98.7 | -7.8 | 98.9 | 6.0 | nt | 88.7
O=C(CSC1=Nc2ccccc2C2CC=NN12)NCc1ccco1 (centres undefined) | nt | nt | 2.0 | 101.3 | 17.4 | 98.7 | -4.3 | nt | 114.6
Cc1nn(C)c(C)c1C1Nc2ccccc2C(=O)N1O (centres undefined) | 1.4 | 4.3 | 1.0 | 102.6 | 33.1 | 96.6 | 2.8 | 0.8 | 95.7
NC(=O)c1ccc(NC(=O)COC(=O)C2CC(=O)N(Cc3ccccc3)C2)cc1 (centres undefined) | -0.6 | -8.7 | 1.0 | 104.6 | 3.9 | 104.2 | -0.3 | -0.9 | 83.5
Cc1cccc2sc(NC(=O)CSCc3ccccc3)nc12 | -0.7 | -1.1 | 0.0 | 106.7 | -9.1 | 94.4 | -0.7 | -4.3 | 99.2
COc1ccc(CCN2CCCn3c2nc2c3c(=O)n(CC(C)C)c(=O)n2C)cc1OC | -0.5 | nt | 54.0* | 91.9 | -0.1 | 103.6 | nt | nt | 95.4
Cc1cccc(/C(N)=N/OC(=O)COc2ccc(Cl)cc2)c1 | -0.1 | 25.2 | 5.0 | 96.0 | 23.6 | 103.2 | -2.7 | 6.3 | 100.0
CN(C(=O)CSc1ncnc2scc(-c3ccccc3)c12)C1CCS(=O)(=O)C1 (centres undefined) | 1.7 | 5.7 | 0.0 | 96.8 | -18.2 | 98.2 | 5.0 | -0.4 | 110.2
CSc1ccc(C(=O)C2CCCN(C(=O)CCc3c(C)nn(C)c3C)C2)cc1 (centres undefined) | 0.3 | 5.5 | 1.0 | 108.6 | 7.4 | 108.2 | 5.5 | 5.1 | 103.8
CC(C)OC(=O)COc1cc(O)c2c(=O)cc(-c3ccccc3)oc2c1 | 0.5 | 1.8 | 2.0 | 106.1 | -2.9 | 99.8 | -7.5 | 5.5 | 103.5

Four of these compounds in a different format.
Fields: MEX-5 binding	BCLXL inh	GRK2 aptamer HTS	AGP1-GFP MLPCN	VLA-4 inh	CIT2 TOR yeast	GLD-1 TGE inh	MCL1 BIM primary	CR mimetic SO
- Cc1cccn2c(=O)c(/C=C(\C#N)C(=O)NCc3ccco3)c(N3CCCCCC3)nc12
  -1.1	4.3	0.0	81.7	-4.3	100.1	8.5	-1.5	104.6
- CSc1ccc(C(=O)C2CCCN(C(=O)CCc3c(C)nn(C)c3C)C2)cc1 (centres undefined)
  0.3	5.5	1.0	108.6	7.4	108.2	5.5	5.1	103.8
- CN1CCN(/N=C/c2nc(-c3ccc(Cl)cc3)n3ccccc23)CC1
  -5.6	4.9	1.0	91.8	-21.2	85.0	8.8	1.9	110.7
- CC(C)OC(=O)COc1cc(O)c2c(=O)cc(-c3ccccc3)oc2c1
  0.5	1.8	2.0	106.1	-2.9	99.8	-7.5	5.5	103.5

(further entries)
SMILES | MEX-5 binding | BCLXL inh | GRK2 aptamer HTS | AGP1-GFP MLPCN | VLA-4 inh | CIT2 TOR yeast | GLD-1 TGE inh | MCL1 BIM primary | CR mimetic SO
Cc1cccc(N2CCN(C(=O)c3cccn4c(=O)c5c(C)c(C)sc5nc34)CC2)c1C | -1.9 | 8.9 | 0.0 | 99.5 | 23.0 | 92.0 | 4.5 | 7.7 | 108.3
O=C(CN1CCOCC1)Nc1ncccn1 | -1.8 | 3.0 | 3.0 | 98.6 | 26.4 | 96.5 | 5.9 | -5.5 | 105.9
COc1ccc(Cl)cc1NC(=O)CSc1nnc(Cc2cccn2C)n1-c1ccc(F)cc1 | -4.5 | 0.9 | 6.0 | 96.2 | -14.6 | 98.9 | -1.2 | 0.6 | 109.1
CCOC(=O)c1ccc2ncc(C(=O)OCC)c(NCCN(C)C)c2c1 | 1.5 | 7.0 | 1.0 | 101.1 | -9.7 | 101.8 | 9.6 | 8.5 | 100.3
NC(=O)COC(=O)c1ccccc1OCc1ccccc1 | 0.0 | 0.2 | 0.0 | 87.8 | 19.2 | 81.8 | 0.3 | 3.5 | 105.8
CC(C)(C)NC(=O)CSc1nc(N)cc(=O)[nH]1 | 1.1 | 3.7 | 2.0 | 103.8 | 0.0 | 99.4 | 6.3 | 2.9 | 90.7
CCOc1ccccc1N1CC(C(=O)Nc2cc(S(C)(=O)=O)ccc2Cl)CC1=O (centres undefined) | 0.0 | 0.7 | 0.0 | 114.9 | -9.3 | 118.9 | 9.5 | 3.7 | 104.4
CCNC(=O)C(CC(C)C)NC(=O)C(CO)NC(=O)C1CCC(=O)N1 (centres undefined) | -1.2 | 2.7 | 0.0 | 100.2 | 4.5 | 94.2 | -1.8 | 4.8 | 100.2
O=C1CC2(CCN(C(=O)C3CC(=O)N(c4ccc(F)cc4)C3)CC2)Oc2ccccc21 (centres undefined) | -2.3 | 0.1 | 0.0 | 101.8 | -31.3 | 101.7 | -2.0 | -0.6 | 123.0
COc1cc(Nc2nc(-c3ccccc3)c3cc(C)ccc3n2)cc(OC)c1OC | -0.6 | -0.2 | 12.0 | 98.6 | 26.4 | 94.4 | 4.7 | 5.1 | 111.7
CN(CC(=O)Nc1c(Cl)cccc1Cl)C(=O)c1ccccc1Cc1ccccc1 | -5.6 | 3.5 | 0.0 | 103.8 | 2.1 | 93.9 | -3.3 | 0.9 | 95.3

Screening results: PubChem BioAssay, several laboratories

An unsorted share of the library; about 2.1% have a hit in one of these screens.
